PP1 inh: blocks human PP1-alpha phosphatase, a PP5 counter-screen; P62136; purified PP1alpha, OMFP fluorescence; inhibition, % at 6.7 µM; hit rate 0.9% among 320,000; AID 2235;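 active = inhibition above the mean inhibition of all tested compounds plus 3 SD, computed separately for each screening campaign, cut at about 15% in these data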
proCasp3 act: activators of human procaspase-3; hit rate 0.11% among 330,000; AID 463141; activation, % at 8.5 µM; P42574; recombinant procaspase-3 D3A, Ac-DEVD-pNA absorbance 405 nm;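 active = activation above the mean of all tested compounds plus 3 SD, cut at about 21% in these data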;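 note: 0% = DMSO alone and 100% = DMSO wells spiked with extra 5 µM PC-3 D3A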
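Technique: 405 nm absorbance of p-nitroaniline, reads at 0 and 120 min; Test system: Procaspase-3 D3A mutant; Incubation: 1 h enzyme-compound preincubation, then 2 h substrate reaction, 25 °C; Repeats: singlicate, each compound tested once; Benchmarks: low control DMSO wells, high control DMSO plus 5 µM PC-3 D3A.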
core dimer inh: HCV core protein dimerization inhibition; TR-FRET GST/Flag-core106 dimerization, 1536-well; inhibition, % at 5 µM; hit rate 0.33% among 300,000;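 active = inhibition above the mean of all tested compounds plus 3 SD, set per screening campaign, cut at about 45% in these data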
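System: GST/Flag-tagged HCV core106 proteins. Incubation: compound-protein-antibody incubation 4 h at 22.5 °C. Technique: HTRF with 340 nm excitation, 617/671 nm emission. Medium: KF-containing HEPES buffer, pH 7.45, DTT, CHAPS, BSA. Read-out: inhibition (%) from 671 over 617 nm ratio. Also added: Eu(K)-anti-GST 90 ng/mL plus XL665-anti-Flag 1 µg/mL.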
VLA-4 inh: inhibition in a human VLA-4 binding assay; P13612; VLA-4 expressing cells, ligand binding flow cytometry; inhibition, % (about 7 µM as worked out from the volumes in the protocol); hit rate 0.2% among 330,000; AID 2557; in the data active = inhibition above about 50%
Target sequence (P13612 whole entry, looked up): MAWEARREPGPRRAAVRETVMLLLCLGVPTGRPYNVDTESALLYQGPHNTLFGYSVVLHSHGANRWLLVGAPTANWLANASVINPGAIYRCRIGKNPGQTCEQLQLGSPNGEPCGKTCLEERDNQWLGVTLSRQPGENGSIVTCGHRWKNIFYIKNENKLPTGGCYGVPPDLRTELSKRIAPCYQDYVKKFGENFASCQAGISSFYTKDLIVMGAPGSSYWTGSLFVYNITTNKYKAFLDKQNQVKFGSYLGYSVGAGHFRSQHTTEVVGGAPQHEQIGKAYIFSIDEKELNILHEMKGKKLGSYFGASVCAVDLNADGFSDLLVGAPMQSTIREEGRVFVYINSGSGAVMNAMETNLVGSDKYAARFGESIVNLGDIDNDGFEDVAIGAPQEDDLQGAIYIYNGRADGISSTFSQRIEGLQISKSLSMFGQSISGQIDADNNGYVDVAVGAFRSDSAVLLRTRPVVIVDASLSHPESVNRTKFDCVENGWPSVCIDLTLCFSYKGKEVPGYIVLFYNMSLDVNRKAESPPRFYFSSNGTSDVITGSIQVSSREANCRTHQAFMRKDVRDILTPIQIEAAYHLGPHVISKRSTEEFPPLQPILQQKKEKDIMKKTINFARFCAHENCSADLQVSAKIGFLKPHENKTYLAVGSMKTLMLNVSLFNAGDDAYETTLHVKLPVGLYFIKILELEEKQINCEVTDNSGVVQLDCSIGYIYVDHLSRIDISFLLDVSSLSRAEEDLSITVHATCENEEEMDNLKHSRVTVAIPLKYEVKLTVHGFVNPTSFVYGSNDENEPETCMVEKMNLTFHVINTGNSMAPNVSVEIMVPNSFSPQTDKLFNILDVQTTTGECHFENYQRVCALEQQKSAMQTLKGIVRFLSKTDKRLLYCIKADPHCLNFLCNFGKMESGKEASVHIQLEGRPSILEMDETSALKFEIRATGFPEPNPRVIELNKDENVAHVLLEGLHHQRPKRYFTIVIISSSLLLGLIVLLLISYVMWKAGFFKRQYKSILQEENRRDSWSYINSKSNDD
PP5 inh: PP5 (human) phosphatase inhibition | purified PP5c, OMFP substrate fluorescence | inhibition, % at 6.7 µM | hit rate 0.18% among 320,000 | AID 1987;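 active = inhibition above the campaign's mean inhibition across all tested compounds plus 3 SD, cut at about 9.5% in these data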;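 note: 0% = DMSO only and 100% = 100 µM cantharidin control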
GASC-1 inh: human JMJD2C demethylase inhibition. Q9H3R0. GST-JMJD2C(1-420) H3K9me3 demethylation, DELFIA europium. inhibition, % at 2.35 µM. hit rate 0.069% among 330,000. AID 2099;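 active = more than half of a compound's replicate wells show inhibition beyond 50%, single wells judged on their own value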;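 note: signal counts dimethyl H3K9 product captured on neutravidin plate; 0% = median of DMSO wells and 100% = 0.3 times that DMSO median; strong numbers were not always called active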
Fh CTSL1 inh: counter-screen for PFM18AAP inhibitors: inhibitors of F. hepatica cathepsin L1 | recombinant F. hepatica cathepsin L1, Z-Leu-Arg-MCA fluorescence | inhibition, % at 5.96 µM | hit rate 0.49% among 300,000 | AID 1906;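 active = inhibition above the mean of all tested compounds plus 3 SD, set per screening campaign, cut at about 17% in these data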;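 note: 0% = plate median of test compound wells and 100% = 1 µM Z-Phe-Ala-diazomethylketone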
GRK2 inh: human GRK2 inhibition via aptamer displacement. inhibition of aptamer binding, % at 10 µM. bead flow cytometry, FAM-aptamer displacement from GRK2. P25098. hit rate 0.59% among 330,000. AID 488847;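 active = inhibition of aptamer binding above 40%, roughly 3 SD of noise, on plates passing a quality check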;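 note: median bead fluorescence of bound FAM aptamer so fluorescent compounds give negative values; no value below 0 was filed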
procasp7 counter: counter-screen: procaspase-7 (human) activation. recombinant procaspase-7, Ac-DEVD-pNA absorbance 405 nm; D23A/D198A/D206A triple mutant, cannot self-cleave; scale: DMSO 0, 5 µM enzyme 100. activation, % at 8.5 µM. AID 463210. hit rate 0.093% among 330,000;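 active = percent activation above the screen-wide mean plus 3 SD, cut at about 25% in these data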
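buffer or medium = Zinc-free HEPES/NaCl buffer, pH 7.4 | material = Procaspase-7 triple mutant (PC-7 D3A) | input = 2 µM procaspase-7 mutant as dispensed | signal = Epi-absorbance of released pNA at 405 nm, two timepoints | timing = 1 h preincubation, 2 h reaction | replicates = singlicate compound testing | evaluation = % activation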
Numbers without * were called inactive; i = inactive; . = not tested or not shown.

1) O=C(OCC(=O)N1CCCC1=O)c1ccc(Cl)cc1[N+](=O)[O-]
2) O=c1[nH]c(CN2CCN(c3ccc([N+](=O)[O-])cc3)CC2)nc2ccsc12
3) O=C(O)c1cc(-c2ccccc2Cl)n(-c2ccc(F)cc2)n1
4) CCN(c1ccc(NC(=O)c2cccc(S(=O)(=O)N3CCN(C)CC3)c2)cc1)C(C)C
5) O=C(c1ccncc1)N(c1ccc2oc3c(c2c1)CCCC3)S(=O)(=O)c1ccc(F)cc1
6) O=C(NC1=NCCS1)c1ccc(OCC2CCCO2)cc1 (stereo not given)
assay / entry | 1 | 2 | 3 | 4 | 5 | 6
PP1 inh | -6 | 1 | 8 | -1 | 7 | -3
proCasp3 act | -1 | -4 | 3 | 2 | 8 | 2
core dimer inh | 0 | 12 | 3 | -25 | 20 | -8
VLA-4 inh | -7 | -13 | 8 | 1 | 3 | 4
PP5 inh | 1.7 | 0.2 | -0.6 | 1.0 | 4.7 | 4.1
GASC-1 inh | 4 | -4 | -25 | 3 | -1 | 0
Fh CTSL1 inh | 4 | 3 | -5 | -1 | 6 | -3
GRK2 inh | 4 | 3 | 1 | 0 | 2 | 0
procasp7 counter | 1 | -12 | 0 | -4 | 2 | 6

Next part, starting with the last four of the part before.
3) O=C(O)c1cc(-c2ccccc2Cl)n(-c2ccc(F)cc2)n1
4) CCN(c1ccc(NC(=O)c2cccc(S(=O)(=O)N3CCN(C)CC3)c2)cc1)C(C)C
5) O=C(c1ccncc1)N(c1ccc2oc3c(c2c1)CCCC3)S(=O)(=O)c1ccc(F)cc1
6) O=C(NC1=NCCS1)c1ccc(OCC2CCCO2)cc1 (stereo not given)
7) CC1=C(C)CC(C(=O)NCc2ccccc2F)C(C(=O)O)C1 (stereo not given)
8) CC1CCc2c(sc(NC(=O)c3ccc(N4C(=O)CCC4=O)cc3)c2C(N)=O)C1 (stereo not given)
9) COC(=O)C1=C(C)N(CCCC(=O)O)C(=O)NC1c1cccs1 (stereo not given)
10) O=C(CCCCCCN1C(=O)c2ccccc2C1=O)Nc1nccs1
11) Cc1cccc(NC(=S)NC(=O)c2ccco2)c1C
12) Cc1cc([N+](=O)[O-])ccc1NC(=O)c1ccc(NC(=O)C(C)C)cc1
assay / entry | 3 | 4 | 5 | 6 | 7 | 8 | 9 | 10 | 11 | 12
PP1 inh | 8 | -1 | 7 | -3 | -5 | -1 | -1 | 10 | 1 | 0
proCasp3 act | 3 | 2 | 8 | 2 | -3 | -5 | -1 | -4 | 1 | 4
core dimer inh | 3 | -25 | 20 | -8 | -2 | . | -8 | 4 | -2 | -5
VLA-4 inh | 8 | 1 | 3 | 4 | 16 | -19 | -3 | 1 | 6 | 11
PP5 inh | -0.6 | 1.0 | 4.7 | 4.1 | -3.5 | 0.7 | -0.4 | 4.2 | -3.4 | 2.3
GASC-1 inh | -25 | 3 | -1 | 0 | -1 | -6 | 8 | -3 | -2 | -5
Fh CTSL1 inh | -5 | -1 | 6 | -3 | -1 | . | 2 | -1 | 0 | 1
GRK2 inh | 1 | 0 | 2 | 0 | 3 | 2 | 0 | 0 | 0 | 3
procasp7 counter | 0 | -4 | 2 | 6 | 8 | -11 | -4 | 14 | 6 | 0

13) O=C(O)c1cccc(S(=O)(=O)Nc2ccc(O)c(Sc3nc4ccccc4s3)c2)c1
14) COc1cccc(NC(=O)C2CC2(c2cccc(OC)c2)c2cccc(OC)c2)c1 (stereo not given)
15) CCOC(=O)CNC(=O)N1CCCC(N(C)CCc2ccccc2)C1 (stereo not given)
16) COc1ccc(-n2nc3c(c2NC(=O)c2ccco2)CS(=O)(=O)C3)cc1
17) Cc1ccc(NC(=O)c2ccc3c(c2)N(CC(=O)NC(C)C)C(=O)C(C)(C)O3)cc1
18) O=C(NC1CCCCC1)Oc1cccc2ccccc12
assay / entry | 13 | 14 | 15 | 16 | 17 | 18
PP1 inh | 0 | 0 | -11 | 0 | 1 | -4
proCasp3 act | -5 | 3 | 2 | -7 | 0 | 12
core dimer inh | 2 | -7 | -6 | 5 | -12 | 2
VLA-4 inh | -1 | 5 | 8 | 12 | 0 | -2
PP5 inh | -1.7 | 1.8 | 3.7 | 1.0 | 1.9 | 2.8
GASC-1 inh | 2 | -10 | -1 | -7 | -1 | 4
Fh CTSL1 inh | 0 | 4 | -1 | 3 | -4 | 1
GRK2 inh | 2 | 0 | 4 | 4 | 0 | 0
procasp7 counter | -2 | 0 | -6 | -3 | 8 | 2

19) Cn1cnc2c(NCc3ccco3)ncnc21
20) COCCn1c(C)cc(C(=O)CSc2nc(C)c(C)c(C)n2)c1C
21) CCN(CC)c1ccc2cc(-c3nnc(-c4ccccc4)o3)c(=O)oc2c1
22) Cc1csc(NC(=O)Cc2coc3cc(C)c(C(C)C)cc23)n1
23) CCn1cc(C(=O)NCCCOC(C)C)c(=O)c2cc(S(=O)(=O)N3CCCC3)ccc21
24) CC(NC(=O)CCn1nc(-c2ccc(Cl)cc2)ccc1=O)c1ccccc1 (stereo not given)
assay / entry | 19 | 20 | 21 | 22 | 23 | 24
PP1 inh | 8 | -3 | -8 | 3 | 1 | -4
proCasp3 act | 2 | -6 | -7 | 7 | -2 | 1
core dimer inh | -3 | 0 | -2 | 2 | -2 | 0
VLA-4 inh | 33 | 0 | -371 | 9 | 10 | 1
PP5 inh | 3.4 | -2.9 | -1.0 | 4.5 | 1.2 | 0.2
GASC-1 inh | 11 | 14 | 19 | 14 | -26 | 7
Fh CTSL1 inh | -2 | -3 | 3 | 1 | 0 | 2
GRK2 inh | 0 | 0 | 0 | 0 | 0 | 0
procasp7 counter | 9 | -3 | 1 | -8 | 6 | 6

25) Cc1cccc(N2CC(O)=C(c3nc4ccccc4n3C)C2=N)c1
26) COC(=O)c1c[nH]n2c(=O)c(C(C)C)c(C)nc12
27) CC1Oc2ccccc2N(CC(=O)NCC2CCCO2)C1=O (stereo not given)
28) COc1ccccc1NCC(=O)N/N=C(\C)c1cccs1
29) C=CCNC(=S)NNC(=O)c1ccco1
30) CCC(OC(=O)c1nsc(Cl)c1Cl)C(=O)NC(C)(C)C (stereo not given)
assay / entry | 25 | 26 | 27 | 28 | 29 | 30
PP1 inh | -4 | 0 | 0 | 4 | 0 | -4
proCasp3 act | -9 | 10 | -1 | 1 | -2 | -5
core dimer inh | -2 | 0 | -2 | 1 | 6 | 2
VLA-4 inh | 11 | 2 | -1 | -2 | 8 | 0
PP5 inh | -0.4 | -0.1 | -1.4 | 5.6 | -0.6 | 2.7
GASC-1 inh | 3 | -4 | 18 | 11 | -3 | 11
Fh CTSL1 inh | -2 | -2 | -2 | 3 | -6 | 0
GRK2 inh | 1 | 0 | 3 | 4 | 0 | 0
procasp7 counter | 1 | 6 | 2 | 5 | 2 | -2

31) CC(=O)c1ccc(C(=O)N2CCCC(CNC(=O)c3ccccc3Cl)C2)cc1 (stereo not given)
32) Cc1cc(NN)nc(NS(=O)(=O)c2ccccc2)n1
33) O=C(NCc1cccs1)c1ccc2ccccc2n1
34) Brc1cccc(C=Nc2cccc3ncccc23)c1
35) Cc1nn(-c2ccccc2)c(Cl)c1C(=O)NNC(=O)c1ccncc1
36) Cc1ccc(NC(=O)c2nc[nH]c2C(=O)N(C)Cc2ccccc2)cc1
assay / entry | 31 | 32 | 33 | 34 | 35 | 36
PP1 inh | 1 | 4 | -2 | -1 | 2 | -1
proCasp3 act | 1 | -6 | -3 | -10 | 1 | -4
core dimer inh | 5 | 2 | 12 | 2 | . | .
VLA-4 inh | 5 | 8 | -2 | 4 | 0 | 17
PP5 inh | 2.4 | 5.3 | 1.2 | -1.4 | 0.3 | 3.9
GASC-1 inh | 0 | -20 | 146 | -4 | 23 | 5
Fh CTSL1 inh | -3 | -5 | 10 | -3 | . | .
GRK2 inh | 4 | 0 | 2 | 1 | 12 | 5
procasp7 counter | -1 | 1 | 1 | 4 | 1 | 1

37) O=C(c1ccc(S(=O)(=O)N2CCCC2)cc1)N1CCCCCC1
38) COc1ccc(OC)c(C2C(C(=O)Nc3ccc(F)cc3)=C(C)Nc3nc(CCCO)nn32)c1 (stereo not given)
39) O=C(CCN1CCc2ccccc21)c1ccc2c(c1)OCCO2
40) CC1(NC(=O)CSc2nnc(-c3c[nH]c4ccccc34)n2C2CC2)CCS(=O)(=O)C1 (stereo not given)
41) Cc1noc(NS(=O)(=O)c2ccc(NC(=O)CSc3nc4ccccc4[nH]3)cc2)c1C
42) COc1ccc(C(=O)NCCc2cnc[nH]2)cc1OC
assay / entry | 37 | 38 | 39 | 40 | 41 | 42
PP1 inh | -4 | 0 | 11 | -5 | 0 | 0
proCasp3 act | -6 | -1 | -3 | -1 | -3 | 8
core dimer inh | 0 | -5 | 2 | . | -4 | 10
VLA-4 inh | . | 2 | 10 | 7 | 10 | 4
PP5 inh | 3.5 | -1.2 | 4.1 | -0.6 | 1.8 | 1.1
GASC-1 inh | 1 | 2 | -11 | 5 | 1 | 6
Fh CTSL1 inh | -2 | 0 | 6 | . | -2 | -2
GRK2 inh | 1 | 2 | 16 | 1 | 5 | 0
procasp7 counter | -4 | 2 | -13 | -2 | -3 | -3

Entries by screen from the list:
Compounds 38–41 in GRK2 inh: 2, 16, 1, 5
Compounds 38–41 in proCasp3 act: -1, -3, -1, -3

(list continues)
43) Cn1cc(C2=C(c3ccc(Cl)cc3Cl)C(=O)NC2=O)c2ccccc21
44) COc1nc(N/N=C/c2ccc(C)cc2)nc(N2CCCCC2)n1
45) Cc1oc2nc(SCCCC(=O)NCCCO)nc(N)c2c1C
46) CC(CCc1ccccc1)NC(=O)C(=O)Nc1ccccc1 (stereo not given)
47) CCc1cccc(NC(=S)N(CCN(C)C)C2CCN(C(C)C)CC2)c1
48) Cc1ccc(NC(=S)N(CCCN2CCC(C)CC2)Cc2ccco2)cc1C
49) CC(C)(C)C(=O)Nc1nnc(CCc2ccccc2)s1
50) Cc1ccc(C)c(N(CC(=O)NCCSCc2ccco2)S(C)(=O)=O)c1
51) CC1CCCN(C(=O)CNS(=O)(=O)c2cccs2)C1 (stereo not given)
assay / entry | 43 | 44 | 45 | 46 | 47 | 48 | 49 | 50 | 51
PP1 inh | 7 | 3 | -4 | -5 | 0 | -2 | 0 | 0 | -5
proCasp3 act | -13 | 4 | 2 | -3 | -1 | 3 | -4 | -6 | -3
core dimer inh | 7 | 1 | 7 | 9 | 3 | -2 | -6 | 40 | -8
VLA-4 inh | i | 14 | 11 | 7 | 5 | 10 | 5 | -2 | -15
PP5 inh | 5.8 | 2.5 | -1.6 | -0.8 | 0.8 | -1.2 | 2.8 | -0.6 | 2.6
GASC-1 inh | 0 | -1 | 3 | 3 | 134 | 8 | 16 | -1 | 9
Fh CTSL1 inh | 2 | 1 | -7 | -2 | -4 | 6 | -3 | 3 | 3
GRK2 inh | 0 | 0 | 0 | 1 | 0 | 0 | 6 | 2 | 4
procasp7 counter | -20 | 4 | 4 | 1 | 5 | -3 | 2 | -11 | 1

Screening results deposited in PubChem BioAssay by several laboratories.
